CDK5 p35 inh: inhibitors of human CDK5/p35 kinase. Recombinant CDK5/p35, ADP-Glo luminescence, 60 min. actives 0.01% (n = 330,000). Q00535+Q15078. inhibition, % at 10 µM;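 active = highest replicate inhibition of at least 50% and at least 75% of replicates reaching 50%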;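 note: plate controls were DMSO neutral control for no effect and GW8510 at 10 µM for full effect; many of its hits are not listed in these tables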
LANA DNA inh: inhibitors of KSHV LANA C-terminal domain DNA binding; MBP-C-LANA/FAM-LBS DNA binding, fluorescence polarization; inhibition, % at 9 µM; actives 0.078% (n = 340,000); AID 504423;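 active = highest replicate inhibition at or above 60% at 9 µM, even if other replicates fall short; inactive = all replicates below 60% inhibition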;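 note: 0% = neutral control wells and 100% = 4 µM acridine orange control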
PfHsp90 yeast 2: growth inhibition of yeast expressing Plasmodium Hsp90; S. cerevisiae expressing PfHsp90, BacTiter-Glo ATP, 48 h; yeast lacking PDR1 and PDR3 efflux regulators; inhibition, % at 9.4 µM; actives 0.32% (n = 310,000); AID 504621;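 active = every replicate shows inhibition above about 80%, whatever the replicate mean, limit read from the data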;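 note: 0% = DMSO neutral controls and 100% = 20 µM radicicol positive controls; yeast relying on Plasmodium falciparum Hsp90 in place of its own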
Mot1-301 SUMO: inhibitors of SUMOylation pathway: yeast Mot1-301 growth rescue; S. cerevisiae Mot1-301 growth rescue, ATP luminescence, 38.5C; percent above DMSO median, 100 means doubled; growth rescue, % at 18.8 µM; actives 1% (n = 320,000);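 active = every valid replicate shows activation above 250% relative to neutral control wells; inactive = the rest, any valid replicate at or below 250%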;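 note: OY570 slx delta 5 strain wells were the positive control but not used for scaling; some compounds called inactive have numbers as strong as hits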
Rtt109 Vps75: C. albicans Rtt109 histone acetyltransferase inhibition | Q5AAJ8 | purified Rtt109/Vps75, ThioGlo CoA-SH fluorescence, 4 h | inhibition, % at 34.9 µM | actives 0.16% (n = 330,000) | AID 540336;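 active = inhibition of at least 50% in every replicate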
Target sequence (Q5AAJ8 whole entry, looked up): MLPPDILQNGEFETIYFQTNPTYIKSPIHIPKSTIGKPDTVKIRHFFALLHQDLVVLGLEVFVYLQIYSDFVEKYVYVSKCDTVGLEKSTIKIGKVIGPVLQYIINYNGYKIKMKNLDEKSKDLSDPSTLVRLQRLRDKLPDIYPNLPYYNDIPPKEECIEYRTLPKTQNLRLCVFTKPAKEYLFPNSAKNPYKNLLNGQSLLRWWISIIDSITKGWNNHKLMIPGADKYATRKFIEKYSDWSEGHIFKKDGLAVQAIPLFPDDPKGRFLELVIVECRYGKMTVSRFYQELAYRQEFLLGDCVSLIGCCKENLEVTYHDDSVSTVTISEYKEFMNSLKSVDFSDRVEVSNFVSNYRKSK
Keap1 Nrf2 FP: disrupts human Keap1 binding to Nrf2 peptide | Q14145 | Keap1 Kelch-Nrf2 peptide fluorescence polarization, 1536-well | inhibition, % at 9.4 µM | actives 0.15% (n = 340,000); in the data active = inhibition above about 12%;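 note: human Keap1 Kelch domain with fluorescein labeled Nrf2 9mer peptide probe; 0% = neutral control wells and 100% = peptide positive control; higher means more block of Keap1 binding to Nrf2 peptide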
Target sequence (Q14145 whole entry, looked up, the tested form may be a part): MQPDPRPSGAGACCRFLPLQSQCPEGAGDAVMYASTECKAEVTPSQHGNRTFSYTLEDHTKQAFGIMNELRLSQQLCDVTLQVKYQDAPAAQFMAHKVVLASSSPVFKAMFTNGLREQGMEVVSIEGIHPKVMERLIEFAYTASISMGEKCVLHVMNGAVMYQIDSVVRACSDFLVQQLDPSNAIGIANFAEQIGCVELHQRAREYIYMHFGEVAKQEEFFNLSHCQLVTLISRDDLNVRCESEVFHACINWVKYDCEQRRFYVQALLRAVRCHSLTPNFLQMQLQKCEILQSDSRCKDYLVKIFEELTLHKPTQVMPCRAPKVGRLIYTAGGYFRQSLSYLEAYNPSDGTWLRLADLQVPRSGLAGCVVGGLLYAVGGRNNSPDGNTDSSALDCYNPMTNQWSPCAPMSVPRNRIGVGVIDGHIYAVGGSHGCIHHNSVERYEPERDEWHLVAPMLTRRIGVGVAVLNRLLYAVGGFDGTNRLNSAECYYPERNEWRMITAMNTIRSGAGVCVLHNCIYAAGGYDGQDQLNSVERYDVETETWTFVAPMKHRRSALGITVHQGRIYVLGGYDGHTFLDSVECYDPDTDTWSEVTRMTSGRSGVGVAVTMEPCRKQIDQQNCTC
cardiac RTF act: cardiac RTF calcium sensitization. IANBD-labeled TnC RTF fluorescence at EC20 calcium; 0% EC20 calcium, 100% full calcium. actives 0.24% (n = 340,000). P19429+P45379. AID 493008. activation, % at 7.2 µM;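 active = activation above the mean over all tested compounds plus 3 SD, cut at about 30% in these data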;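 note: rise in fluorescence read as greater calcium sensitivity of cardiac thin filaments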
PvdQ acylase: blocks Pseudomonas aeruginosa PvdQ acylase activity; actives 0.063% (n = 340,000); purified PvdQ acylase, fluorescence plate reader; inhibition, % at 10 µM; in the data active = inhibition above about 30%, passing the limit was not always enough;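 note: 0% = vehicle neutral wells and 100% = reference inhibitor wells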
RTF Ca sens inh: cardiac RTF calcium desensitization; IANBD-labeled cardiac RTF, Ca2+ fluorescence; actives 0.12% (n = 340,000); inhibition, % at 7.15 µM; P19429+P45379;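 active = inhibition above the mean inhibition of all tested compounds plus 3 SD, cut at about 17% in these data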;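 note: assay run at fixed EC70 calcium of 1.6 mM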
NSD2 inh: blocks human histone methyltransferase NSD2 | O96028 | NSD2 peptide methylation, AlphaScreen, 120 min | inhibition, % at 12.5 µM | actives 0.54% (n = 310,000); in the data active = inhibition above about 50%
dFosB activator: enhances mouse delta FosB homodimer DNA binding; P13346; purified delta FosB, TAMRA-CDK5 oligo fluorescence polarization; percent of positive-control signal above neutral wells; activation, % at 25 µM; actives 0.99% (n = 340,000);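 active = mean activation above about 17%, with every replicate also reaching it, limit read from the data, passing the limit was not always enough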;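 note: fluorescence polarization rise as delta FosB binds a TAMRA Cdk5 AP-1 oligo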
Active calls of the source: *; . = not tested or not shown.

mol | CDK5 p35 inh | LANA DNA inh | PfHsp90 yeast 2 | Mot1-301 SUMO | Rtt109 Vps75 | Keap1 Nrf2 FP | cardiac RTF act | PvdQ acylase | RTF Ca sens inh | NSD2 inh | dFosB activator
Cc1ccc(CSc2ncnc3c2cnn3Cc2ccccc2)cc1 | 1.1 | 0.6 | 6 | 8 | -3 | 5 | 1 | 0 | -6 | 4 | -2
C=CCn1c(C)nc2ccccc2c1=O | 0.6 | -0.2 | -11 | . | 1 | 2 | 1 | 2 | -4 | 0 | 2
COc1ccc(NC(=O)CSc2nnnn2-c2ccccc2OC)c(OC)c1 | -0.8 | -1.3 | 4 | 3 | 6 | 2 | 1 | 6 | -10 | -1 | -9
CCOC(=O)CCN(C(=O)Nc1ccccc1)C1CCCCC1 | 0.7 | -0.9 | -29 | . | -9 | -4 | 3 | -12 | 0 | 1 | 14
C(=N\Nc1nc(N2CCOCC2)nc(N2CCOCC2)n1)/c1ccncc1 | 0.4 | 1.0 | 16 | 17 | 9 | 1 | 5 | -3 | 0 | -1 | 4
COc1ccc(OCC(=O)NNC(=O)Nc2cccc(Cl)c2)cc1 | -2.8 | 0.4 | 12 | -7 | -9 | -8 | 2 | -10 | -10 | -1 | 8
CNC(=O)/C(C#N)=C/c1c(N2CCN(c3ccccc3)CC2)nc2c(C)cccn2c1=O | 0.7 | 1.7 | -7 | 13 | 0 | 0 | -8 | -2 | -1 | 0 | -5
Cc1ccc(C)c(NC(=O)Cc2ccc(S(=O)(=O)N3CCCCC3)s2)c1 | -0.5 | 2.5 | . | 1 | -4 | 4 | -7 | 0 | 5 | 2 | -3
COc1cc(C)c(/C=C(\C#N)C(=O)Nc2ccc(C)cc2)cc1C(C)C | 3.2 | 0.8 | 6 | 190 | 9 | -4 | 1 | 5 | 0 | -2 | -2
Cc1ccc(-c2noc(C3CCCN(C(=O)c4ccc(C(C)(C)C)cc4)C3)n2)o1 (stereo not given) | 0.3 | -0.2 | -5 | 1 | 2 | -4 | -6 | -5 | 12 | 9 | -27
CCOC(=O)Cc1csc2nc(-c3ccccc3)nn12 | 1.1 | -0.7 | -3 | 72 | 4 | -1 | 0 | 1 | 0 | 1 | -6
COc1ccc(NC(=O)C/C(C)=N/NC(=O)c2ccncc2)c([N+](=O)[O-])c1 | -4.2 | 0.8 | 25 | -9 | -3 | -3 | -1 | -13 | -2 | 6 | -6
COc1ccc(Nc2nc(N3CCOCC3)nc(N3CCOCC3)n2)cc1Cl | -0.2 | -0.9 | -5 | 13 | 1 | 3 | 1 | 12 | -7 | 0 | -11
O=C(CSc1nc2c(sc3ccccc32)c(=O)n1CCCN1CCOCC1)NCC1CCCO1 (stereo not given) | -1.4 | -4.1 | -7 | -14 | -7 | -29 | -2 | 1 | 4 | 0 | -12
CC(=O)N/C(=C\c1ccc(F)cc1)C(=O)NC(Cc1c[nH]c2ccccc12)C(=O)O (stereo not given) | -2.0 | 0.1 | -2 | -12 | -6 | 2 | 6 | 8 | 8 | -2 | 6
COC(=O)C1=C(C)N=c2s/c(=C/c3cccs3)c(=O)n2C1c1cccs1 (stereo not given) | 0.4 | -1.1 | . | 8 | 4 | -2 | 2 | -6 | 13 | 3 | 4
C[C@H]1COC(=O)[C@@H](CC(=O)OC(C)(C)C)C/C=C\C[C@H](CC(=O)NCCO)C(=O)N1 | 1.2 | 0.9 | 5 | -2 | -10 | -2 | -1 | -20 | -9 | . | 6
CCC(=O)Nc1ccc(Oc2ccc(NC(=O)CC)c(NC(=O)CC)c2)cc1 | 0.0 | 0.0 | -7 | 17 | -5 | 2 | 2 | -3 | 5 | -1 | 1
O=C1CCC(C(=O)Nc2cccc(Br)c2)N1 (stereo not given) | -0.1 | -2.8 | 8 | 2 | -10 | 1 | 2 | -13 | 1 | 1 | -9
CCc1nc2ccc(C(=O)N3CCN(c4ccc([N+](=O)[O-])cc4)CC3)cc2nc1CC | -1.0 | -0.4 | -12 | 197 | 22 | -2 | 4 | -11 | -8 | 7 | -12
O=C(COC(=O)CSc1ccc([N+](=O)[O-])cc1)NCCC1=CCCCC1 | -0.1 | -1.5 | 10 | 8 | 4 | -1 | -1 | 2 | -4 | . | 0
O=C(NCc1ccccc1)NCc1cccs1 | -4.8 | -1.3 | 5 | 1 | -5 | -2 | 4 | -15 | -29 | -1 | 4
CCOc1cc(/C=C2/C(=N)N3OC(C)=CC3=NC2=O)ccc1OC(=O)c1ccco1 | -1.2 | -1.3 | -13 | 4 | 1 | -10 | -6 | 6 | -20 | 0 | -6
CCOC(=O)CCCNC(=O)CCNC(=O)c1ccc(OC)cc1 | 2.1 | 1.8 | -3 | 56 | 0 | 5 | 0 | -11 | -5 | 7 | -1
COc1ccccc1C(C#N)N1N=C(C)CC1c1ccccc1 (stereo not given) | 1.5 | -0.6 | -7 | -14 | 12 | 0 | 2 | -8 | -5 | -4 | 2
COc1cccc(NC(=O)CCN2CCN(c3ccccc3F)CC2)c1 | 0.9 | -0.2 | 4 | 11 | 5 | 0 | -6 | -7 | 2 | 4 | -10
COc1ccc(C2c3[nH]c4ccccc4c3C[C@H]3C(=O)N(c4ccccc4C(=O)N4CCC(C(=O)O)CC4)C(=O)N23)cc1 (stereo not given in full) | -1.9 | 1.9 | 5 | 342* | 5 | 1 | -1 | -3 | 6 | . | -6
Cc1ccc(C(=O)N(CC(C)C)c2c(N)n(Cc3ccccc3)c(=O)[nH]c2=O)o1 | 1.2 | -0.2 | 1 | 115 | 10 | -5 | 5 | 7 | -4 | 1 | -6
Nc1nnc(C(=O)c2ccccc2N)s1 | 0.4 | -0.6 | 21 | -16 | -20 | -1 | 1 | -8 | -12 | 1 | -1
CCOC(=O)c1c(NC(=O)C2CCN(S(=O)(=O)c3ccc(Cl)cc3)CC2)sc2c1CCCC2 | -0.5 | -0.4 | 30 | 10 | -5 | -8 | -14 | -9 | -11 | -1 | -1

Molecules above that have a COOH group, in the order listed:
mol | CDK5 p35 inh | LANA DNA inh | PfHsp90 yeast 2 | Mot1-301 SUMO | Rtt109 Vps75 | Keap1 Nrf2 FP | cardiac RTF act | PvdQ acylase | RTF Ca sens inh | NSD2 inh | dFosB activator
CC(=O)N/C(=C\c1ccc(F)cc1)C(=O)NC(Cc1c[nH]c2ccccc12)C(=O)O (stereo not given) | -2.0 | 0.1 | -2 | -12 | -6 | 2 | 6 | 8 | 8 | -2 | 6
COc1ccc(C2c3[nH]c4ccccc4c3C[C@H]3C(=O)N(c4ccccc4C(=O)N4CCC(C(=O)O)CC4)C(=O)N23)cc1 (stereo not given in full) | -1.9 | 1.9 | 5 | 342* | 5 | 1 | -1 | -3 | 6 | . | -6

Remaining list, next part:
mol | CDK5 p35 inh | LANA DNA inh | PfHsp90 yeast 2 | Mot1-301 SUMO | Rtt109 Vps75 | Keap1 Nrf2 FP | cardiac RTF act | PvdQ acylase | RTF Ca sens inh | NSD2 inh | dFosB activator
C/C(=N\NC(N)=O)c1ccc(Cl)s1 | 0.1 | 0.0 | -16 | -26 | -22 | -3 | -1 | -13 | -6 | -1 | 4
CC1CCN(C(=O)COC(=O)Cn2cnc3ccccc32)CC1 | 1.0 | 0.2 | 18 | -8 | -2 | -15 | 7 | -6 | 0 | -3 | -5
O=C(C1CCCCC1)N1CCN(S(=O)(=O)c2ccc(Br)cc2)CC1 | -2.3 | -1.2 | 4 | -9 | 0 | -3 | 2 | -16 | -6 | -1 | -13
O=c1c(F)cn(C2CCCO2)c(=O)n1Cc1ccccc1F (stereo not given) | -0.6 | 0.0 | 22 | -4 | -1 | -7 | -1 | -10 | -6 | . | -5
CCn1cc(CN2CCC(C(=O)Nc3ccc(Oc4ccccc4)nc3)CC2)cn1 | -0.6 | -0.3 | -11 | -21 | -2 | 1 | -4 | -2 | -4 | 0 | -1
Cc1[nH][nH]c(=O)c1C(c1ccc(-c2ccc(F)cc2)o1)c1c(C)[nH][nH]c1=O | 3.0 | 1.0 | 8 | 5 | 9 | -11 | -1 | -18 | -3 | 156* | -7
CCCSc1nnc(-c2cccc(S(=O)(=O)N(C)C)c2)n1-c1cc(OC)ccc1OC | 0.0 | 1.4 | . | 8 | 8 | 0 | 4 | -2 | -1 | 0 | -10
COc1ccc(-c2nc(C#N)c(NCc3ccccc3Cl)o2)cc1OC | -15 | 1.3 | . | 0 | -10 | -6 | 5 | -9 | -4 | 1 | -1
CCN1CC2CCCC3(C1)C(=O)NC1(CCCCC1)N=C23 (stereo not given) | -0.1 | 0.7 | -17 | 4 | -6 | 0 | 0 | -15 | -10 | 56* | -3
COC(=O)c1sccc1NC(=S)Nc1ccc(F)cc1F | -1.3 | 1.6 | 11 | 3 | -10 | -2 | 7 | -13 | 2 | -1 | 0
Fc1ccc(NC(=S)N2CCn3cccc3C2c2cccnc2)cc1 (stereo not given) | -0.6 | 6.0 | 11 | 14 | -6 | -5 | 0 | -13 | -2 | 4 | 3
COC(CNC(=O)c1c[nH]c2ccc(S(=O)(=O)N(C)c3ccc(F)cc3)cc2c1=O)OC | -0.1 | 1.6 | 15 | 4 | -4 | 2 | 2 | -7 | -9 | 0 | -20
Cc1nccn1Cc1cccc2ccccc12 | 1.3 | -2.2 | 5 | 9 | -5 | -1 | -1 | -9 | 1 | 0 | -1
N/C(=N\OC(=O)c1ccc2c(c1)OCO2)c1ccc(Cl)cc1 | -1.1 | -1.5 | 16 | -9 | 3 | 3 | -3 | 12 | -2 | -2 | -11
COc1ccc(CCNc2cc(C)nc3c(-c4ccccc4)cnn23)cc1OC | 0.9 | 0.6 | -28 | 0 | 3 | -7 | 4 | -11 | -13 | -4 | -15
CN(C)S(=O)(=O)Oc1ccsc1C(=O)Nc1ccc(Cl)cc1 | -7.4 | 0.9 | -32 | 0 | 2 | -6 | -2 | -4 | -1 | -1 | -12

Six compounds from above, arranged by formula weight, largest number first.
mol | CDK5 p35 inh | LANA DNA inh | PfHsp90 yeast 2 | Mot1-301 SUMO | Rtt109 Vps75 | Keap1 Nrf2 FP | cardiac RTF act | PvdQ acylase | RTF Ca sens inh | NSD2 inh | dFosB activator
O=C(C1CCCCC1)N1CCN(S(=O)(=O)c2ccc(Br)cc2)CC1 | -2.3 | -1.2 | 4 | -9 | 0 | -3 | 2 | -16 | -6 | -1 | -13
Cc1[nH][nH]c(=O)c1C(c1ccc(-c2ccc(F)cc2)o1)c1c(C)[nH][nH]c1=O | 3.0 | 1.0 | 8 | 5 | 9 | -11 | -1 | -18 | -3 | 156* | -7
Fc1ccc(NC(=S)N2CCn3cccc3C2c2cccnc2)cc1 (stereo not given) | -0.6 | 6.0 | 11 | 14 | -6 | -5 | 0 | -13 | -2 | 4 | 3
O=c1c(F)cn(C2CCCO2)c(=O)n1Cc1ccccc1F (stereo not given) | -0.6 | 0.0 | 22 | -4 | -1 | -7 | -1 | -10 | -6 | . | -5
CCN1CC2CCCC3(C1)C(=O)NC1(CCCCC1)N=C23 (stereo not given) | -0.1 | 0.7 | -17 | 4 | -6 | 0 | 0 | -15 | -10 | 56* | -3
C/C(=N\NC(N)=O)c1ccc(Cl)s1 | 0.1 | 0.0 | -16 | -26 | -22 | -3 | -1 | -13 | -6 | -1 | 4
